Gli-Sufu block – Gli-Sufu pathway antagonists, primary screen, luciferase luminescence, Sufu-KO-LIGHT cells, uHTS; hit rate 0.74% among 340,000; Sufu-KO-LIGHT fibroblasts, Gli luciferase reporter luminescence; inhibition, % at 5 µM;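 active = inhibition above about 55%, limit read from the data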;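 note: 0% = DMSO-treated cells and 100% = wells with medium but no cells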
CCR6 antagonist – CCR6 receptor antagonists, primary screen, cell-based, CHO-K1, luminescence, beta-arrestin, uHTS | AID 493098, 2011 | hit rate 0.49% among 340,000 | inhibition, % at 20 µM | CHO-K1 CCR6 PathHunter beta-arrestin, CCL20-stimulated | C-C chemokine receptor type 6 (Homo sapiens), P51684;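 active = compounds whose inhibition of the agonist-driven luminescence signal at 20 µM reaches about 50%, limit read from the data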;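 note: cells stimulated with CCL20 at 14 nM final; plate controls were DMSO with CCL20 for no effect and DMSO without agonist for full effect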
Target sequence (P51684 whole entry, looked up): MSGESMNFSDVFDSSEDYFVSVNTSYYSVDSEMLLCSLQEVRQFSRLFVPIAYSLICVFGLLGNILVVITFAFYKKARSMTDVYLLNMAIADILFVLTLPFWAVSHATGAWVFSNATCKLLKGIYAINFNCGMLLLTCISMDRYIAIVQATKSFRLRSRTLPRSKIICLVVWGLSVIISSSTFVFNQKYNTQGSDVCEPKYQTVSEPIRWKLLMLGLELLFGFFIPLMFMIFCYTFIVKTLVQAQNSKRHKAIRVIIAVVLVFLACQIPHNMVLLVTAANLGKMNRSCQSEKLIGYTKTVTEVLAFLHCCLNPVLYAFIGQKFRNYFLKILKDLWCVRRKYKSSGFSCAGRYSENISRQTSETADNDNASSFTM
EBI2 block – EBI2 receptor antagonists, beta-arrestin recruitment, primary screen, cell-based, luminescence, 7a,25-OHC stimulation, uHTS | G-protein coupled receptor 183 (Homo sapiens), P32249 | 7a,25-OHC stimulated | inhibition, % at 5 µM | hit rate 0.81% among 360,000; in the data active = inhibition above about 38%;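 note: enzyme fragment complementation signal reports receptor beta-arrestin coupling in cells; 0% = agonist plus DMSO wells and 100% = wells without agonist; some results beyond the cut were filed as inactive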
ATG4B inhibitor – ATG4B protease inhibitors, primary screen, biochemical, fluorescence, uHTS. ATG4B cleavage of LC3-PLA2, NBD-HPC fluorescence, 1 h. Cysteine protease ATG4B (Homo sapiens), Q9Y4P1. hit rate 0.51% among 340,000. inhibition, % at 8.33 µM; in the data active = inhibition above about 40%
APJ agonist – agonists of human apelin receptor APJ, primary screen, CHO-K1 cells, PathHunter beta-arrestin, luminescence. AID 2520, 2010. activation, % at 20 µM. hit rate 0.11% among 330,000. 0% DMSO wells, 100% apelin;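 active = activation more than six SD over the plate average, tested at 20 µM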;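 note: 0% = DMSO alone and 100% = apelin-13 at 10 nM; some results filed as inactive read as strong as hits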
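Material: engineered CHO-K1 APJ arrestin reporter cells; amount: 1000 CHO-K1 reporter cells seeded per well; incubation: compound stimulation 90 min at 25 °C, detection 60 min; signal: luminescent beta-gal fragment complementation, chemiluminescent substrate; read-out basis: APJ agonist activity; controls: DMSO-only wells as negative, 10 nM Apelin-13 as positive control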
APJ antagonist – antagonists of human apelin receptor APJ, primary screen, CHO-K1 cells, beta-arrestin complementation, luminescence; P35414; inhibition, % at 20 µM; hit rate 0.32% among 330,000; AID 2521, 2010;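 active = inhibition above about 40% at 20 µM, limit read from the data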;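 note: cells challenged with 10 nM apelin-13 agonist together with compound; plate controls were apelin-13 plus DMSO wells for no effect and DMSO wells lacking apelin-13 for full effect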
CXCR6 block – CXCR6 receptor inhibitors, primary screen, cell-based, beta-arrestin, luminescence, CHO-K1 PathHunter, 1536-well; C-X-C chemokine receptor type 6 (Homo sapiens), O00574; inhibition, % at 20 µM; hit rate 0.36% among 360,000; AID 602244, 2012; in the data active = inhibition above about 34%, passing the limit was not always enough;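 note: antagonist mode with CXCL16 agonist at 10 nM final; 0% = 10 nM CXCL16 with DMSO and 100% = unstimulated wells without agonist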
Target sequence (O00574 whole entry, looked up): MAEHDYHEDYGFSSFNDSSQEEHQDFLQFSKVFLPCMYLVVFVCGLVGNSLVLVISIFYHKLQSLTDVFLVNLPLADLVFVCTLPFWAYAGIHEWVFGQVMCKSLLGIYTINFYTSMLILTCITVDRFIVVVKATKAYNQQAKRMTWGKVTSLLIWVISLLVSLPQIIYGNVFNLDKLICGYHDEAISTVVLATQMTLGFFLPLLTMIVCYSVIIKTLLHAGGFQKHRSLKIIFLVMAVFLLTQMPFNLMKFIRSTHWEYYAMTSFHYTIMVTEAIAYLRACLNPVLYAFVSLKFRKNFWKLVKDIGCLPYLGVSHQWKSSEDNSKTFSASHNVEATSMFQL
UBC13 inh – UBC13 polyubiquitin chain formation inhibitors, primary screen, biochemical, TR-FRET, uHTS | hit rate 0.47% among 330,000 | inhibition, % at 20 µM; in the data active = inhibition above about 45%, passing the limit was not always enough
Target sequence (P61088 whole entry, looked up): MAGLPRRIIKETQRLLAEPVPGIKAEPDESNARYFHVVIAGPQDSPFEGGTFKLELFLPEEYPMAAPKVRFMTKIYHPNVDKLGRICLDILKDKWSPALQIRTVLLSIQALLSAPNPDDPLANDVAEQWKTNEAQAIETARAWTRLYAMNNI
* = called active by the depositor.

What do the screens show for `N#CN/C(=N\S(=O)(=O)c1ccccc1)c1ccccc1`?
Gli-Sufu block: 2; CCR6 antagonist: 18; EBI2 block: 0; ATG4B inhibitor: 2; APJ agonist: -4; APJ antagonist: 11; CXCR6 block: 2; UBC13 inh: 9

What do the screens show for `C=CCc1cccc2cc(C(=O)NCCOC)c(=O)oc12`?
Gli-Sufu block: 6; CCR6 antagonist: 7; EBI2 block: -1; ATG4B inhibitor: 1; APJ agonist: -4; APJ antagonist: -21; CXCR6 block: -1; UBC13 inh: -6

What do the screens show for `CCCC(NS(=O)(=O)c1ccc(Br)cc1)C(=O)O` (centres undefined)?
Gli-Sufu block: -2; CCR6 antagonist: -10; EBI2 block: 3; ATG4B inhibitor: -4; APJ agonist: -1; APJ antagonist: 11; CXCR6 block: 3; UBC13 inh: 3

What do the screens show for `CN(C)c1ccc(/C=[N+](\[O-])C(C)(C)/C=N/O)cc1`?
Gli-Sufu block: -17; CCR6 antagonist: -8; EBI2 block: -9; ATG4B inhibitor: 6; APJ agonist: -2; APJ antagonist: -7; CXCR6 block: 0; UBC13 inh: -8

How did COc1ccc(-c2nnc(SCC(=O)NC(C)c3ccccc3)o2)cc1 (centres undefined) do in these assays?
Gli-Sufu block: -8; CCR6 antagonist: 17; EBI2 block: 3; ATG4B inhibitor: -2; APJ agonist: -1; APJ antagonist: 11; CXCR6 block: -4; UBC13 inh: 12

Results for O=C(OCCN=C1NS(=O)(=O)c2ccccc21)c1cccs1 ?
Gli-Sufu block: 2; CCR6 antagonist: 6; EBI2 block: 2; ATG4B inhibitor: -10; APJ agonist: -2; APJ antagonist: -8; CXCR6 block: 3; UBC13 inh: 7

Results for Cc1ccc(C)c(NC(=O)CCN2C(=O)C3CC=CCC3C2=O)c1 (centres undefined) ?
Gli-Sufu block: -3; CCR6 antagonist: -1; EBI2 block: -2; ATG4B inhibitor: 0; APJ agonist: -1; APJ antagonist: 10; CXCR6 block: 2; UBC13 inh: 5

Results for Cc1cc(N2CCN(S(=O)(=O)c3ccc4ccccc4c3)CC2)n2ncnc2n1 ?
Gli-Sufu block: -7; CCR6 antagonist: -4; EBI2 block: 2; ATG4B inhibitor: -8; APJ agonist: 2; APJ antagonist: -15; CXCR6 block: 6; UBC13 inh: -6

How did CCCCN(CCCNc1ncnc2nc[nH]c12)c1ccccc1 do in these assays?
Gli-Sufu block: 11; CCR6 antagonist: 33; EBI2 block: 6; ATG4B inhibitor: 2; APJ agonist: -2; APJ antagonist: 1; CXCR6 block: -5; UBC13 inh: 10

How did Cc1cc(C)n2nc(C(=O)N/N=C/c3ccccc3C)nc2n1 do in these assays?
Gli-Sufu block: 0; CCR6 antagonist: -2; EBI2 block: -9; ATG4B inhibitor: -7; APJ agonist: -4; APJ antagonist: -26; CXCR6 block: 3; UBC13 inh: -14

What do the screens show for `c1ccc(Cc2nnc3sc(Nc4ccccc4)nn23)cc1`?
Gli-Sufu block: 20; CCR6 antagonist: -4; EBI2 block: 15; ATG4B inhibitor: 5; APJ agonist: 5; APJ antagonist: -17; CXCR6 block: -6; UBC13 inh: -7

What do the screens show for `c1ccc(-c2nc(N3CCOCC3)sc2-c2ccccc2)cc1`?
Gli-Sufu block: 20; CCR6 antagonist: 13; EBI2 block: -6; ATG4B inhibitor: -4; APJ agonist: -1; APJ antagonist: 11; CXCR6 block: -1; UBC13 inh: 3

What do the screens show for `Cc1nc(CSc2nnc3scc(-c4ccc(Cl)cc4)n23)cs1`?
Gli-Sufu block: 4; CCR6 antagonist: 2; EBI2 block: 5; ATG4B inhibitor: -9; APJ agonist: -4; APJ antagonist: 19; CXCR6 block: 8; UBC13 inh: 6

How did CCc1cc(C(=O)N2CCc3c([nH]c4ccccc34)C2c2ccc(OC)cc2F)no1 (centres undefined) do in these assays?
Gli-Sufu block: -2; CCR6 antagonist: 4; EBI2 block: 11; ATG4B inhibitor: 19; APJ agonist: -4; APJ antagonist: 11; CXCR6 block: 6; UBC13 inh: 3

Results for COc1ccc(COC(=O)C2=C(C)NC(=O)NC2c2cccc(Br)c2)cc1 (centres undefined) ?
Gli-Sufu block: 10; CCR6 antagonist: -17; EBI2 block: -5; ATG4B inhibitor: -9; APJ agonist: 5; APJ antagonist: 7; CXCR6 block: 10; UBC13 inh: 12

What do the screens show for `Cn1c(=O)c2c(nc(SCC(=O)NCC3CCCO3)n2Cc2ccc(F)cc2)n(C)c1=O` (centres undefined)?
Gli-Sufu block: -25; CCR6 antagonist: 13; EBI2 block: -3; ATG4B inhibitor: -2; APJ agonist: -2; APJ antagonist: -3; CXCR6 block: -6; UBC13 inh: 5

Results for O=C(Nc1cccc(O)c1)c1ccc(NC(=O)c2cccs2)cc1 ?
Gli-Sufu block: -32; CCR6 antagonist: 0; EBI2 block: -3; ATG4B inhibitor: -5; APJ agonist: 14; APJ antagonist: -23; CXCR6 block: 1; UBC13 inh: -5

What do the screens show for `COCC(=O)Nc1cc(OC)c(Cl)cc1OC`?
Gli-Sufu block: -9; CCR6 antagonist: 5; EBI2 block: 2; ATG4B inhibitor: -11; APJ agonist: 3; APJ antagonist: -8; CXCR6 block: -8; UBC13 inh: -1

What do the screens show for `Cc1cc(C)c(C(N)=O)c(Nc2ccc(F)cc2)n1`?
Gli-Sufu block: 17; CCR6 antagonist: 6; EBI2 block: 8; ATG4B inhibitor: -5; APJ agonist: -2; APJ antagonist: 15; CXCR6 block: -20; UBC13 inh: -1

What do the screens show for `COc1cccc(C2c3c(-c4ccccc4O)n[nH]c3C(=O)N2Cc2ccco2)c1` (centres undefined)?
Gli-Sufu block: 1; CCR6 antagonist: 10; EBI2 block: 5; ATG4B inhibitor: -10; APJ agonist: -1; APJ antagonist: 10; CXCR6 block: 1; UBC13 inh: -5

How did CC(Sc1nnc(C2CC2)n1C1CC1)C(=O)Nc1ccccc1C#N (centres undefined) do in these assays?
Gli-Sufu block: 4; CCR6 antagonist: 0; EBI2 block: -9; ATG4B inhibitor: -2; APJ agonist: -4; APJ antagonist: -15; CXCR6 block: -9; UBC13 inh: -10

How did CC(C)(C)NC(=O)CSc1nc(-c2ccccc2)c(-c2ccccc2)[nH]1 do in these assays?
Gli-Sufu block: -1; CCR6 antagonist: 18; EBI2 block: 6; ATG4B inhibitor: 16; APJ agonist: 0; APJ antagonist: 17; CXCR6 block: -4; UBC13 inh: 3

Results for O=c1[nH]c(-c2ccccc2)nc2sc(-c3ccccc3)cc12 ?
Gli-Sufu block: -85; CCR6 antagonist: -17; EBI2 block: 0; ATG4B inhibitor: -2; APJ agonist: -4; APJ antagonist: 8; CXCR6 block: -3; UBC13 inh: 31

What do the screens show for `Cc1ccc(S(=O)(=O)N2CCC(=O)N(CCOCc3ccccc3)CC2)cc1`?
Gli-Sufu block: 0; CCR6 antagonist: -4; EBI2 block: 2; ATG4B inhibitor: -3; APJ agonist: -1; APJ antagonist: 11; CXCR6 block: 1; UBC13 inh: 3

How did CC(C)(C)Nc1ncnc2c1cnn2-c1ccccc1 do in these assays?
Gli-Sufu block: -125; CCR6 antagonist: 5; EBI2 block: 3; ATG4B inhibitor: 3; APJ agonist: 0; APJ antagonist: -10; CXCR6 block: -3; UBC13 inh: 9

How did CCCCn1c(N)c(N(CCOC)C(=O)CCNC(=O)c2ccc(Br)cc2)c(=O)[nH]c1=O do in these assays?
Gli-Sufu block: -6; CCR6 antagonist: 14; EBI2 block: -11; ATG4B inhibitor: 8; APJ agonist: -6; APJ antagonist: -4; CXCR6 block: 3; UBC13 inh: 7

Results for Cc1ccc(-c2cc(-c3nnc(SCC(=O)NC(C)C(C)C)n3N)c3ccccc3n2)cc1 (centres undefined) ?
Gli-Sufu block: -4; CCR6 antagonist: 1; EBI2 block: -2; ATG4B inhibitor: -11; APJ agonist: -3; APJ antagonist: -4; CXCR6 block: 1; UBC13 inh: 13

What do the screens show for `COCCNC(=O)c1ccc(CSc2nc3ccccc3s2)cc1`?
Gli-Sufu block: -34; CCR6 antagonist: 13; EBI2 block: 5; ATG4B inhibitor: 3; APJ agonist: -6; APJ antagonist: -26; CXCR6 block: -4; UBC13 inh: 5

How did O=C(COC(=O)c1ccccn1)Nc1nc(-c2ccccc2)cs1 do in these assays?
Gli-Sufu block: 46; CCR6 antagonist: -2; EBI2 block: -9; ATG4B inhibitor: -12; APJ agonist: 0; APJ antagonist: -7; CXCR6 block: -12; UBC13 inh: 7

How did CCOc1ccc(-c2nnn(CC(=O)NCc3ccc(F)cc3)n2)cc1OCC do in these assays?
Gli-Sufu block: 9; CCR6 antagonist: -2; EBI2 block: -2; ATG4B inhibitor: -18; APJ agonist: 3; APJ antagonist: 1; CXCR6 block: -4; UBC13 inh: -4

Results for CCn1ncc2c1C(=O)NC1c3ccccc3C(=O)N21 (centres undefined) ?
Gli-Sufu block: -9; CCR6 antagonist: -15; EBI2 block: -2; ATG4B inhibitor: 0; APJ agonist: -2; APJ antagonist: -8; CXCR6 block: -2; UBC13 inh: 2

What do the screens show for `COc1ccccc1CNC(=O)CC1Sc2ccccc2NC1=O` (centres undefined)?
Gli-Sufu block: 11; CCR6 antagonist: -8; EBI2 block: 3; ATG4B inhibitor: -3; APJ agonist: 0; APJ antagonist: 17; CXCR6 block: -9; UBC13 inh: -1

What do the screens show for `Cc1ccc(-c2c(C)sc3nc(CN4CCN(CC(=O)NC5CC5)CC4)[nH]c(=O)c23)cc1`?
Gli-Sufu block: 2; CCR6 antagonist: 7; EBI2 block: -4; ATG4B inhibitor: -11; APJ agonist: -2; APJ antagonist: 6; CXCR6 block: -3; UBC13 inh: -5

What do the screens show for `CCCCC(=O)Nc1ccc2c(c1)nc1n2CCOC1`?
Gli-Sufu block: -29; CCR6 antagonist: -13; EBI2 block: 0; ATG4B inhibitor: -5; APJ agonist: 7; APJ antagonist: -16; CXCR6 block: 7; UBC13 inh: -16

Results for Cc1cccc(C(=O)Nc2ccccc2C(=O)OCC(=O)Nc2ccc(C#N)cc2)c1 ?
Gli-Sufu block: 12; CCR6 antagonist: 28; EBI2 block: 30; ATG4B inhibitor: -3; APJ agonist: -3; APJ antagonist: -1; CXCR6 block: 11; UBC13 inh: 8

How did COc1ccc(CNC(=O)N2CCN(c3ccc(F)cc3)CC2)cc1 do in these assays?
Gli-Sufu block: 20; CCR6 antagonist: 14; EBI2 block: 1; ATG4B inhibitor: -11; APJ agonist: 1; APJ antagonist: -12; CXCR6 block: 8; UBC13 inh: -1

What do the screens show for `O=C(NCCc1ccccc1)Nc1cccc(Cl)c1`?
Gli-Sufu block: -4; CCR6 antagonist: -7; EBI2 block: -1; ATG4B inhibitor: 4; APJ agonist: -1; APJ antagonist: -11; CXCR6 block: -6; UBC13 inh: 1

Results for COc1ccccc1CNC(=O)c1cccc(N(C)C)c1 ?
Gli-Sufu block: -4; CCR6 antagonist: 7; EBI2 block: 6; ATG4B inhibitor: 6; APJ agonist: -3; APJ antagonist: 1; CXCR6 block: 3; UBC13 inh: 8

How did Cc1ccc(S(=O)(=O)N(C)CC(=O)N2CCN(C(=O)c3ccco3)CC2)cc1 do in these assays?
Gli-Sufu block: 5; CCR6 antagonist: -8; EBI2 block: 6; ATG4B inhibitor: 2; APJ agonist: -2; APJ antagonist: -2; CXCR6 block: 5; UBC13 inh: 6

Compound activity from PubChem BioAssay.
